Screening data (PubChem BioAssay)
PHOSPHO1 inh – PHOSPHO1 (human) inhibition; recombinant PHOSPHO1, absorbance phosphatase assay; Q8TCT1; actives 1.1% (n = 290,000); inhibition, % at 13.3 µM; in the data active means inhibition above about 60%
NALP1 yeast inh – blocks the NALP1 inflammasome reconstituted in yeast; S. cerevisiae NALP1/ASC/caspase-1 growth, X-gal OD620, 72 h; actives 0.61% (n = 280,000); inhibition, % at 10 µM; in the data active means inhibition mostly above about 24%, no sharp cut-off; inactive means mostly below about 32%; further: some compounds called inactive have numbers as strong as hits
MEKK2mut PB1 HTS – signal of MEK5 binding to mutant human MEKK2 PB1 domain. bead flow cytometry, Alexa488-MEK5 binding to MEKK2 mutant. percent response, % at 10 µM. actives 0.35% (n = 290,000). AID 1530; in the data active means percent response above about 24%, passing the limit was not always enough; further: inactives centre near 1; some results filed as inactive read as strong as hits; reference of the scale not given here
M18AAP inhibitor – PfM18AAP enzyme inhibition; recombinant PfM18AAP, H-Glu-NHMec fluorogenic cleavage; inhibition, % at 7.35 µM; actives 1.2% (n = 290,000); AID 1822;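 active means inhibition above the campaign mean inhibition over all tested compounds plus 3 SD, cut at about 28% in these data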;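 further: 0% = plate median of test compound wells and 100% = 2 mM ZnCl2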
OXTR agonist – agonists of human oxytocin receptor | CHO-OTR cells, Fluo-8 calcium fluorescence; normalized: DMSO 0%, oxytocin 100% | actives 0.32% (n = 320,000) | activation, % at 3 µM | P30559;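 active means activation above the mean of all tested compounds plus 3 SD, cutoff set per screening run, cut at about 20% in these data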;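 further: peak over basal fluorescence ratio from a 100 s FLIPR kinetic read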
Target sequence (P30559 whole entry, looked up): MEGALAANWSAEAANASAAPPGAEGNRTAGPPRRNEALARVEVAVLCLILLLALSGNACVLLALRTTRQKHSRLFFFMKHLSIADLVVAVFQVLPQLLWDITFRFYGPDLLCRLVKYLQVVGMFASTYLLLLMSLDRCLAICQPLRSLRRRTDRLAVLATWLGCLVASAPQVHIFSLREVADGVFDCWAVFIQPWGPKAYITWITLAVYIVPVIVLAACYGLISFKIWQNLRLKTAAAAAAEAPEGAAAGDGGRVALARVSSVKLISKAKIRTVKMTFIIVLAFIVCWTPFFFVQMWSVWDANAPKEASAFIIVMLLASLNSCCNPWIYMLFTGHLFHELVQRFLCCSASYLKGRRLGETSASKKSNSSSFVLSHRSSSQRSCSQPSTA
MEKK2 WT-MEK5 – raises or lowers MEK5 binding to wildtype human MEKK2 PB1 domain. actives 1.1% (n = 290,000). binding response (% of control), % at 10 µM. bead flow cytometry, Alexa488-MEK5 binding to MEKK2 WT; actives lie on both sides; in the data active means binding response below about 67% or above about 130%
DNA FID counter – fluorescent intercalator displacement, NS3 helicase counter-screen; DNA fluorescent intercalator displacement, fluorescence; inhibition, % at 7.9 µM; actives 0.17% (n = 290,000); in the data active means inhibition above about 37%;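 further: 0% = vehicle and 100% = reference compound; higher means more ethidium bromide displaced from hairpin DNA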
MEKK3 PB1 HTS – raises or lowers MEK5 binding to the human MEKK3 PB1 domain. Q99759. bead-based flow cytometry, Alexa488-MEK5 binding to MEKK3; actives lie on both sides; 0 = blocked by unlabeled MEK5, 100 = vehicle. binding response (% of control), % at 10 µM. actives 1.4% (n = 290,000). AID 1529;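 active means binding response more than 3 SD above or below the average of its plate-row segment, actives on both sides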;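 further: Alexa488 bead fluorescence after subtracting the streptavidin-only scavenger bead signal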
Target sequence (Q99759 whole entry, looked up, the tested form may be a part): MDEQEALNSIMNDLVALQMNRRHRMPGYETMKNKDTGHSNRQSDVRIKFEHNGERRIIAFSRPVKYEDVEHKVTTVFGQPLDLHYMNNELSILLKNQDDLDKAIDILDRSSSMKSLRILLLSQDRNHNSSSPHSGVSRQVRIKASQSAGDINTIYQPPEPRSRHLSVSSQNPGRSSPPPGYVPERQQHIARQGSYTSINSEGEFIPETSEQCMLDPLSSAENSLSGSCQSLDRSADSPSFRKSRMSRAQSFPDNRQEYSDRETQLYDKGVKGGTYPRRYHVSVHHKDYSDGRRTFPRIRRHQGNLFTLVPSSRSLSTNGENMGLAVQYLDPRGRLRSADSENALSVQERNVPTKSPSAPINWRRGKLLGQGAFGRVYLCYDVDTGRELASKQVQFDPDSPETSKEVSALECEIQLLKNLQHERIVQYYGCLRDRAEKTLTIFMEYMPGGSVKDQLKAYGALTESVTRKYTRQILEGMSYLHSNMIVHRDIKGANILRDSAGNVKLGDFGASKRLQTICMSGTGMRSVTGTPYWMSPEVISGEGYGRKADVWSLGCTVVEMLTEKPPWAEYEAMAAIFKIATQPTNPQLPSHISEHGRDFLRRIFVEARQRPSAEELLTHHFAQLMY
GPR7 antag – human neuropeptides B/W receptor 1 antagonism. inhibition, % at 4.4 µM. GPR7-expressing cells, fluorescence antagonist assay. actives 1.1% (n = 290,000); in the data active means inhibition above about 16%, passing the limit was not always enough;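 further: cells stimulated with the agonist NPW; 0% = agonist with vehicle and 100% = vehicle without agonist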
The depositor's hits bear a star; nt = no result given.

Abbreviations: A = PHOSPHO1 inh; B = NALP1 yeast inh; C = MEKK2mut PB1 HTS; D = M18AAP inhibitor; E = OXTR agonist; F = MEKK2 WT-MEK5; G = DNA FID counter; H = MEKK3 PB1 HTS; I = GPR7 antag
(1) Cc1cc(N2C(=O)C3C4C=CC(C4)C3C2=O)no1 (stereo not given)
  A: 24 | B: 17 | C: -1 | D: 11 | E: 1.6 | F: 101 | G: -4 | H: 101 | I: -10
(2) CCOC(=O)C1CCN(C(=O)N(C)C)CC1
  A: -3 | B: 5 | C: 1 | D: 2 | E: 0.3 | F: 103 | G: 4 | H: 105 | I: -12
(3) O=C(N/N=C/c1coc2ccc(Cl)cc2c1=O)c1ccc(O)cc1
  A: 26 | B: -4 | C: -2 | D: 6 | E: nt | F: 97 | G: -5 | H: 101 | I: -7
(4) O=C(CCCl)N1CCCC2(CCCCC2)C1
  A: 28 | B: -14 | C: 3 | D: 2 | E: -0.7 | F: 100 | G: -4 | H: 108 | I: -11
(5) COc1ccc(NC(=O)c2c(-c3ccccc3)noc2C)c(OC)c1
  A: 28 | B: 9 | C: -10 | D: -7 | E: -1.4 | F: 92 | G: -20 | H: 87 | I: -14
(6) CCc1ccc(-c2cc(C(=O)NCCCn3ccnc3)c3ccccc3n2)s1
  A: 59 | B: 8 | C: 3 | D: 6 | E: -1.0 | F: 109 | G: 7 | H: 99 | I: 2
(7) Cn1c(N)c(C(=O)COC(=O)c2cccc(S(=O)(=O)N3CCCCC3)c2)c(=O)n(C)c1=O
  A: -13 | B: 36 | C: 11 | D: 5 | E: 1.0 | F: 103 | G: -17 | H: 99 | I: -5
(8) CN=c1sc(C(=O)Nc2cccc(Cl)c2)cc(=O)n1C
  A: 6 | B: 8 | C: 2 | D: -11 | E: 1.2 | F: 100 | G: 3 | H: 102 | I: 5
(9) COCCn1c(SCC(=O)N(C)C2CCS(=O)(=O)C2)nc2ccccc2c1=O (stereo not given)
  A: 24 | B: 5 | C: 3 | D: 3 | E: 0.0 | F: 101 | G: -7 | H: 98 | I: -7
(10) O=C(c1cccc(Cl)c1)C1CCCN(Cc2ccc(N3CCNC3=O)cc2)C1 (stereo not given)
  A: 37 | B: 2 | C: 0 | D: 2 | E: 0.4 | F: 105 | G: 5 | H: 99 | I: 4
(11) CN(C)C(=O)/C(C#N)=C\c1cc(Br)c(Sc2ccc(Cl)cc2)o1
  A: -23 | B: 17 | C: 2 | D: 3 | E: -1.2 | F: 105 | G: -1 | H: 132* | I: -2
(12) Cc1ccc(Sc2ncccc2C(=O)NC2CCCCCC2)cc1C
  A: -5 | B: 36 | C: 0 | D: 1 | E: -2.1 | F: 102 | G: -1 | H: 103 | I: -3
(13) CCN(CC)S(=O)(=O)c1ccc(NC(=O)c2ccc(N(C)S(C)(=O)=O)cc2)cc1
  A: 3 | B: 2 | C: 15 | D: 2 | E: 12 | F: 112 | G: -20 | H: 114 | I: 32*
(14) CCc1ccc(NC(=O)c2ccccc2Br)cc1
  A: 46 | B: 2 | C: 1 | D: 0 | E: -2.4 | F: 97 | G: -4 | H: 102 | I: -15
(15) Cc1cc(C)c(S(=O)(=O)Nc2ccc(O)cc2)c(C)c1
  A: -1 | B: 30 | C: 5 | D: -13 | E: 5.5 | F: 114 | G: -6 | H: 110 | I: 8
(16) O=C(O)CN1C(=O)/C(=C/c2cccc(Cl)c2)Oc2ccccc21
  A: 27 | B: -9 | C: 7 | D: 9 | E: -0.2 | F: 110 | G: -9 | H: 107 | I: -9
(17) CC(=O)Nc1ccc(C(=O)NNC(=O)C2C3CCCCC32)cc1 (stereo not given)
  A: 10 | B: 10 | C: 5 | D: -12 | E: 0.4 | F: 105 | G: -8 | H: 102 | I: -3
(18) CC(C)CC1(C(=O)NCCc2c[nH]c3ccccc23)C=CCN1C(=O)c1ccccc1 (stereo not given)
  A: 4 | B: 23 | C: -2 | D: -2 | E: -0.6 | F: 97 | G: -30 | H: 81 | I: -2
(19) COc1cc2c(cc1OC)/C(=C/C(=O)c1ccc([N+](=O)[O-])c(C)c1)NCC2
  A: 27 | B: 11 | C: -4 | D: 4 | E: nt | F: 99 | G: -1 | H: 94 | I: -8
(20) O=C(Nc1ccc(S(=O)(=O)N2CCN(Cc3ccccc3)CC2)cc1)c1cnccn1
  A: -18 | B: 5 | C: -7 | D: -9 | E: 9.9 | F: 89 | G: -1 | H: 93 | I: -9
(21) C=C(C)c1cccc(C(C)(C)NC(=O)Nc2cccnc2)c1
  A: -156 | B: 16 | C: 12 | D: -4 | E: -0.2 | F: 104 | G: 16 | H: 101 | I: 11
(22) O=C(Cc1ccccc1)NS(=O)(=O)c1ccc(N=NN2CCOCC2)cc1
  A: 19 | B: 5 | C: -2 | D: -4 | E: 1.1 | F: 99 | G: -10 | H: 101 | I: -12
(23) COc1cccc(CNC(=O)CCS(=O)(=O)c2ccc3c(c2)NC(=O)C(C)S3)c1 (stereo not given)
  A: 22 | B: 7 | C: 8 | D: 1 | E: 1.7 | F: 102 | G: -32 | H: 103 | I: 2
(24) O=S(=O)(NC1CCCC1)c1ccc(S(=O)(=O)NC2CCCC2)cc1
  A: -14 | B: -1 | C: -2 | D: -3 | E: 10 | F: 90 | G: -12 | H: 93 | I: 43*
(25) O=C(N/N=C/c1ccncc1)c1ccccn1
  A: 36 | B: -14 | C: 5 | D: 4 | E: -0.7 | F: 107 | G: -10 | H: 102 | I: -4
(26) O=C(O)CN1C(c2ccccc2)=Nc2ccc(Br)cc2C1c1ccccc1 (stereo not given)
  A: -19 | B: -9 | C: 0 | D: 1 | E: 0.5 | F: 102 | G: -22 | H: 108 | I: 2
(27) C/C(N)=C(/C#N)C(=O)CSc1cc(C)c2ccccc2n1
  A: 10 | B: 5 | C: -1 | D: -8 | E: 3.2 | F: 102 | G: -4 | H: 104 | I: -2
(28) Nn1c(SCC(=O)N2CCCc3ccccc32)nnc1-c1ccc(Cl)cc1
  A: 17 | B: 8 | C: 1 | D: 9 | E: -2.1 | F: 102 | G: -15 | H: 100 | I: -15
(29) Cc1nc(-c2cccs2)sc1C(=O)NN
  A: 8 | B: nt | C: 4 | D: -6 | E: 0.2 | F: 101 | G: -4 | H: 101 | I: -4
(30) CCCNC(=S)N1CC2(C)CN(C(=O)C(=O)OC)CC(C)(C1)C2=O
  A: -14 | B: 2 | C: -10 | D: -12 | E: -0.6 | F: 90 | G: 0 | H: 94 | I: -3
(31) NC(=O)C1CC(O)CN1c1nc(CN2CCOCC2)nc2scc(-c3ccccc3)c12 (stereo not given)
  A: 9 | B: 8 | C: -1 | D: -17 | E: 0.6 | F: 98 | G: 5 | H: 97 | I: 10
(32) COc1ccc(C(=O)OCC(=O)NC2CCCC2)cc1OC
  A: 52 | B: 18 | C: 1 | D: -2 | E: 0.3 | F: 100 | G: -8 | H: 105 | I: -3
(33) COc1cccc(-c2nc(CS(=O)CC(=O)NCc3ccccc3)c(C)o2)c1 (stereo not given)
  A: 36 | B: -2 | C: 4 | D: -1 | E: 0.1 | F: 105 | G: -28 | H: 104 | I: 2
(34) COc1ccc(/C=C2\SC(c3ccc(C)cc3)=NC2=O)cc1OC
  A: -14 | B: 34 | C: -6 | D: 6 | E: 2.6 | F: 84 | G: -27 | H: 90 | I: -4
(35) CCC(=O)NC(=S)NNC(=O)c1ccc([N+](=O)[O-])cc1
  A: 41 | B: 8 | C: 2 | D: 9 | E: 0.6 | F: 96 | G: 10 | H: 99 | I: 7
(36) CCCCN(CC(=O)Nc1c(C)cccc1CC)C(=O)SCC
  A: 8 | B: -2 | C: 4 | D: 5 | E: -1.8 | F: 98 | G: -24 | H: 103 | I: 36*
(37) CC(C)(C)C1CCC(OC(=O)CN2CCOCC2)CC1 (stereo not given)
  A: 14 | B: 7 | C: 3 | D: -9 | E: 0.1 | F: 112 | G: -8 | H: 108 | I: 0
(38) CCCCOc1ccc(CNC(=O)NS(=O)(=O)c2ccc(OCC(C)C)cc2)cc1
  A: 12 | B: -13 | C: -3 | D: 3 | E: -0.8 | F: 106 | G: -7 | H: 106 | I: -8
(39) Cc1nc2ccc([N+](=O)[O-])cc2s1
  A: 24 | B: 8 | C: -4 | D: 4 | E: -0.1 | F: 94 | G: -4 | H: 96 | I: -7
(40) CC1CC(=O)N(CC(=O)Nc2ccc3c(c2)OCCO3)c2ccccc2S1 (stereo not given)
  A: -17 | B: 18 | C: 6 | D: 3 | E: 1.2 | F: 101 | G: -29 | H: 100 | I: 3
(41) CCOc1ccc(NC(=O)c2nnn(CC(=O)Nc3ccccc3OCC)c2N)cc1
  A: -3 | B: 30 | C: 3 | D: -11 | E: -1.8 | F: 98 | G: -14 | H: 98 | I: 4
(42) Cc1c(O)c2cccnc2[nH]c1=O
  A: -6 | B: 30 | C: -2 | D: 2 | E: -1.4 | F: 95 | G: 6 | H: 95 | I: -15
(43) CCOC(=O)CCC(NC(=O)c1cncc(O)c1)C(=O)OCC (stereo not given)
  A: 24 | B: 26 | C: -3 | D: 1 | E: 0.5 | F: 99 | G: 3 | H: 100 | I: -6
(44) O=C(Nc1ccc(Oc2ccccc2)nc1)C1CCCCN1Cc1ccc(O)cc1 (stereo not given)
  A: 18 | B: 7 | C: 7 | D: 2 | E: 2.1 | F: 110 | G: 6 | H: 102 | I: 6
(45) CCOC(=O)c1sc(NC(=O)C(OC(C)=O)c2ccccc2)nc1C (stereo not given)
  A: -6 | B: 5 | C: -2 | D: -8 | E: -1.2 | F: 96 | G: -16 | H: 99 | I: -1
(46) CCc1ccc(-n2c(=O)c3c(C)c(C(=O)N(C)C)sc3n(CC(=O)NCC3CCCO3)c2=O)cc1 (stereo not given)
  A: 17 | B: 2 | C: -10 | D: -3 | E: 0.2 | F: 87 | G: -14 | H: 95 | I: 1
(47) NC(=O)c1nsc(C(=O)N(Cc2cccnc2)C(C(=O)NCc2ccc(F)cc2)c2ccc(F)cc2)c1N (stereo not given)
  A: -11 | B: 17 | C: -7 | D: -1 | E: -0.2 | F: 101 | G: -31 | H: 100 | I: 3
(48) Cc1ccccc1N(C(=O)c1cccs1)c1nc2ccccc2s1
  A: 5 | B: 2 | C: nt | D: 5 | E: -1.9 | F: nt | G: -3 | H: nt | I: -5
(49) CN(C)C(=S)SCCn1c(N)nc(N(C)C)nc1=O
  A: 28 | B: 16 | C: 3 | D: -25 | E: -0.4 | F: 100 | G: -2 | H: 104 | I: -8
(50) CCCCOc1ccc(C(O)C(CN2CCCCC2)c2ccccc2)cc1 (stereo not given)
  A: 7 | B: 4 | C: 7 | D: 4 | E: 1.9 | F: 109 | G: 11 | H: 102 | I: 10
(51) CCCOc1ccccc1N1C(=O)CC(N(O)c2ccccc2)C1=O (stereo not given)
  A: 32 | B: 24 | C: -16 | D: 9 | E: 0.1 | F: 86 | G: -12 | H: 83 | I: 1
(52) CCN(CC)CCn1c(=S)[nH]c2ccc(Br)cc2c1=O
  A: 4 | B: -12 | C: -4 | D: 20 | E: 0.2 | F: 95 | G: 11 | H: 93 | I: 8
